Screens (PubChem)
ARNT TACC3 PPI: disruptors of ARNT/TACC3 protein interaction, primary screen, biochemical, AlphaScreen, single concentration. Transforming acidic coiled-coil-containing protein 3 (Homo sapiens), Q9Y6A5. AlphaScreen His-ARNT PAS-B/GST-TACC3 binding, luminescence; TACC3 fragment carries E629A point mutation. inhibition, % at 9.99 µM. 390,000 tested, 0.66% active. AID 623870, 2012;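 active means mean inhibition of replicates at least 50% and at least half of replicates each reaching 50%; inconclusive means half or more replicates reach 50% but mean below 50%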;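 further: 0% = complete ARNT plus TACC3 wells and 100% = ARNT alone without TACC3; many hits fall short of the cut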
Xi reactivation: activators of inactive X chromosome reactivation, primary screen, imaging, XiGFP fibroblasts, GFP high-content imaging, set 2; AID 743238, 2013; 360,000 tested, 0.055% active; XiGFP mouse fibroblasts, % GFP-positive cells imaging, 3 d; cells co-treated with 5-aza-dC sensitizer; scaled so ellipticine positive control = 100%; activation, % at 7.58 µM;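 active means mean normalized replicate activation at least 10% and every replicate at or above 10%; inconclusive means only one of the two criteria met; inactive means mean below 10% and not all replicates reach 10%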;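 further: 0% = median of on-plate neutral control wells and 100% = ellipticine 6 µM median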
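System: SV40-immortalized XiGFP fibroblast cells, line 68-5-11 / Incubation: 3-day compound exposure, then 15 min fixation at room temperature / Compound: single concentration per compound, delivered by pin transfer / Buffer or medium: DMEM plus 5-aza-dC sensitizer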
CFTR F508del cor: F508del CFTR correction, initial screen, CFBE line, single point; CFBE cells, YFP halide quenching; stimulated with forskolin plus potentiator P3; % fluorescence drop versus neutral controls; activity (quench increase), % at 7.58 µM; 350,000 tested, 0.36% active; AID 720511, 2013;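 active means mean added fluorescence quench of at least 8% versus neutral control, with both replicates also reaching 8%; inconclusive means only one of the mean or replicate conditions met; inactive means mean below 8% and not both replicates reaching 8%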;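 further: cells transiently co-express mutant CFTR-F508del with the halide-sensitive YFP; corrector assay measuring rescue of mutant channel to the surface after 24 h compound exposure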
GSIS activator: GLuc luminescence reporter in INS-1E cells, primary screen for activators of glucose-dependent secretion of insulin; INS-1E GLuc reporter insulin secretion, 2-3 h; AID 743287, 2014; activation, % at 16.6 µM; 370,000 tested, 0.61% active;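 active means lowest replicate activation of at least 40%, so every replicate reaches that level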;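 further: 0% = median of neutral control wells and 100% = median of IBMX positive control wells; some compounds called inactive have numbers as strong as hits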
RAD54 inh: inhibitors of human RAD54 branch migration, primary screen, biochemical, fluorescence, single point. DNA repair and recombination protein RAD54-like (Homo sapiens), Q92698. RAD54 Holliday junction branch migration, FAM/BHQ fluorescence. inhibition, % at 10.4 µM. 360,000 tested, 0.14% active;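 active means mean normalized replicate activity at least 40 and at least half of replicates scoring 40 or more; inconclusive means only one of the two criteria met; inactive means mean below 40 and under half of replicates reaching 40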;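 further: 0% = median of neutral control wells and 100% = median of positive control wells; inhibitors cause a drop in the FAM fluorescence signal; in these data hits start at about 50%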
Target sequence (Q92698 whole entry, looked up): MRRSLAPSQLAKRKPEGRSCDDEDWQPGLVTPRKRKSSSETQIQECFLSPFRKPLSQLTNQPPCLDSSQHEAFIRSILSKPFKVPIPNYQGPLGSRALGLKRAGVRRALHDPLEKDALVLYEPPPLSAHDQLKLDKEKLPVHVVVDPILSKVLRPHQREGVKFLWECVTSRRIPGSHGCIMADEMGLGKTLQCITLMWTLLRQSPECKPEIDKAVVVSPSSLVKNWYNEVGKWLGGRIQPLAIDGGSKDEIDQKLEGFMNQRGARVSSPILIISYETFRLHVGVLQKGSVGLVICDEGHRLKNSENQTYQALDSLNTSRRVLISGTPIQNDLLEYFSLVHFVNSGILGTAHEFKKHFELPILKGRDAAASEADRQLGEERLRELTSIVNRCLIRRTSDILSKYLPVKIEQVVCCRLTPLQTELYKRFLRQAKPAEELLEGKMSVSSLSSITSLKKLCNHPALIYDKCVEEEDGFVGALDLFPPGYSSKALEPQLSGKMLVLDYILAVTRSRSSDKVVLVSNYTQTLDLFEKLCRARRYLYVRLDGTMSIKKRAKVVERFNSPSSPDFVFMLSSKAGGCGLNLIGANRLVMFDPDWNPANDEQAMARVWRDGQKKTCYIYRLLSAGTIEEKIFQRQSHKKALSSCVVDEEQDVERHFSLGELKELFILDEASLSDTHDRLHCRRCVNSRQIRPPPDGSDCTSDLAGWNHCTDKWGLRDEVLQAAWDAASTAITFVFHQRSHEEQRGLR
ERAP1 HTS inh: human ERAP1 aminopeptidase inhibitors, primary screen, biochemical, single point, plate reader | recombinant ERAP1, Leu-AMC fluorescence, 60 min | Endoplasmic reticulum aminopeptidase 1 (Homo sapiens), Q9NZ08 | 340,000 tested, 0.15% active | inhibition, % at 10.7 µM;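 active means mean replicate inhibition of at least 30%, or all replicates individually reaching that 30% level; inactive means mean below 30% and not every replicate reaching it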;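 further: 0% = neutral control wells and 100% = L-leucinethiol positive control wells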
esBAF inh: Bmi1 luciferase reporter increase in mESCs, primary screen, esBAF inhibitor project, mouse ES cells, Bmi1 luciferase knock-in, single point | 24 h; 100% = twice the neutral-well signal | reporter increase, % at 12.5 µM | 350,000 tested, 2% active; in the data active means activation above about 40%; inconclusive means no clear call, values can overlap the other calls;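 further: 0% = median of the plate's neutral control wells and 100% = double that signal; a rise in the Bmi1 reporter signal indicates esBAF inhibition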
RAD52 inh: RAD52 DNA annealing inhibitors, primary screen, biochemical, FRET, single point, set 2; DNA repair protein RAD52 homolog (Homo sapiens), P43351; recombinant RAD52 DNA annealing, FRET fluorescence; inhibition, % at 18.7 µM; 360,000 tested, 0.46% active;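 active means every replicate showing at least 50% inhibition; inconclusive means mean inhibition at least 50% but not in every replicate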
Active calls of the source: *; ? = inconclusive; nt = no result given; & = joins results of further samples.

SMILES	ARNT TACC3 PPI	Xi reactivation	CFTR F508del cor	GSIS activator	RAD54 inh	ERAP1 HTS inh	esBAF inh	RAD52 inh
O=C1N(CN2CCN(Cc3ccccc3)CC2)c2ccccc2C12OCCCO2	2.1	0.0	-1.6	3.2	1.5	-2.3	-4.5	-18.5
CCOC(=O)c1ccn(-c2nc(-c3ccco3)cc(C(F)(F)F)n2)n1	3.8	-0.2	1.1	10.9	7.5	1.2	-3.5	-51.1
NC(=O)c1ccc(C(=O)N/N=C/c2cccc(Oc3ccccc3)c2)cc1	-0.3	-0.1	-0.8	6.5	2.7	0.1	4.4	-13.8
Cc1ccc(N2CN(CCC3=CCCCC3)CNC2=S)cc1	-0.2	0.0	0.5	4.6	-3.4	4.1	-2.2	-3.9
COc1ccc(NC(=O)N(C)C[C@@H]2OCCCC[C@@H](C)Oc3ccc(NC(=O)Nc4c(C)noc4C)cc3C(=O)N([C@H](C)CO)C[C@@H]2C)cc1	-4.1	0.6	1.2	22.7	-3.5	-1.1	-10.5	9.8
C[C@@H]1CN([C@H](C)CO)C(=O)c2cc(NC(=O)CCCN(C)C)ccc2O[C@@H](C)CCCCO[C@H]1CN(C)S(=O)(=O)c1cccs1	nt	-1.0	-0.7	3.3	nt	-1.6	nt	19.7
COc1ccc(OC)c(NS(=O)(=O)c2ccc(NC(=O)c3ccc(NS(C)(=O)=O)cc3)cc2)c1	-15.9	-0.1	1.2	-7.5	nt	3.1	nt	-33.3
O=C1C2C3CC(C(Br)C3Br)C2C(=O)N1CC1CCCO1 (stereo unspecified)	-2.5	0.0	0.3	4.0	-2.3	nt	0.7	-19.1
COc1cccc(C(=O)Nc2ccc3c(c2)C(=O)N(C)C[C@@H](OC)[C@@H](C)CN(C(C)=O)[C@@H](C)CO3)c1	-4.1	0.1	-0.7	0.6	-3.3	-7.5	-0.9	5.2
C[C@@H]1CN([C@@H](C)CO)C(=O)c2cc(C#CC3(O)CCCC3)cnc2O[C@H]1CN(C)Cc1cccnc1	-9.0	-0.1	0.3	-4.3	-2.2	-1.3	-3.2	9.1
O=C(Cn1nnc(-c2ccccc2Cl)n1)N1CCCCC1	-0.9	0.0	-6.0	-1.3	-5.6	-0.9	?	-13.0
COc1ccc(/C(CC2OC(=O)c3ccccc32)=N\NC(N)=O)cc1 (stereo unspecified)	-2.3	0.1	3.6	-6.3	nt	2.3	nt	1.2
O=C(Cc1ccncc1)NCC[C@@H]1CC[C@@H](NC(=O)C2CCC2)[C@H](CO)O1	6.1	1.9	-1.9	16.9	-0.2	-2.3	-0.7	-24.1
Cc1noc(C)c1NC(=O)N(C)C[C@H]1Oc2ccc(NC(=O)CCC(F)(F)F)cc2CC(=O)N([C@@H](C)CO)C[C@H]1C	-6.6	-1.1	1.3	4.5	7.2	-0.9	-19.4	28.0
O=C(Nc1ccc(F)cc1)N1CC(=O)N2[C@@H](CO)[C@@H](c3ccc(-c4ccc(F)cc4)cc3)[C@@H]2C1	nt	0.1	2.5	-27.1	nt	-1.2	nt	7.2
COc1cccc(COC(=O)CSCC(=O)Nc2cccc(C)c2)c1OC	-5.2	0.0	-1.3	47.2	-7.1	-1.4	-1.1	-62.4
C[C@@H]1CN([C@H](C)CO)C(=O)CCCn2cc(nn2)CO[C@H]1CN(C)S(=O)(=O)c1ccc(Oc2ccccc2)cc1	-23.6	0.4	-1.0&-3.8	3.0&1.3	2.6&1.5	1.4&-0.8	-3.0&8.3	-9.1&5.4
c1cc(C2OCCO2)cs1	nt	0.3	-2.4	11.0	-6.0	1.0	13.4	-7.7
C/C=C/c1cnc2c(c1)C(=O)N([C@H](C)CO)C[C@H](C)[C@@H](CN(C)C(=O)Cc1ccccn1)O2	-8.5	-1.2	-0.6	1.9	9.0	nt	1.3	-3.7
O=C(O)c1ccc(CNC(=O)C2CCCN2C(=O)OCc2ccccc2)cc1 (stereo unspecified)	-3.4	0.0	0.5	2.4	-7.1	-6.6	0.3	-7.4
C[C@H](CO)N1C[C@H](C)[C@@H](CN(C)C(=O)NC2CCCCC2)Oc2ccc(NC(=O)CCCCCC(=O)Nc3ccccc3N)cc2CC1=O	-2.8	0.0	-2.1	-5.8	-0.5	-0.6	2.3	10.2
COc1ccc(NC(=O)c2cccc(S(=O)(=O)N(C)c3ccccc3)c2)cn1	4.3	0.1	nt	4.9	0.8	1.2	nt	-7.9
CN(CC(=O)Nc1ccc(F)c(F)c1F)C(=O)C1CCN(C(=O)Nc2ccccc2)CC1	-0.5	0.5	1.6	12.9	-1.7	-2.3	1.9	-4.0
CSc1nc2ccc(S(=O)(=O)N3CCc4ccccc43)cc2s1	21.1	nt	1.4	-9.6	5.8	0.1	3.7	-3.4
O=C(Cc1ccccc1[N+](=O)[O-])N1CCN(S(=O)(=O)c2ccccc2)CC1	2.8	0.3	-0.2	10.4	-4.7	1.6	nt	-10.2
O=C(O)c1cccc(-n2nc(-c3ccc(Cl)c([N+](=O)[O-])c3)c3ccccc3c2=O)c1	-1.8	0.1	0.0	17.9	-1.7	-4.7	6.4	-5.6
C[C@H](CO)N1C[C@H](C)[C@H](CN(C)S(=O)(=O)c2cn(C)cn2)Oc2c(NC(=O)Nc3ccccc3)cccc2C1=O	-4.5	-0.4	-1.7	19.7	-2.7	-4.7	-0.1	-2.8
CCCNC(=O)C[C@@H]1C[C@H]2c3cc(NC(=O)c4cccnc4)ccc3O[C@H]2[C@H](CO)O1	-11.9	0.0	1.3	-3.6	-0.5	nt	3.4	nt
C[C@@H]1CN([C@H](C)CO)C(=O)Cc2cc(NS(=O)(=O)c3ccc(F)cc3)ccc2O[C@H]1CN(C)Cc1ccncc1	-0.5	0.3	1.7	13.3	5.3	1.8	-10.4	1.8
CC(C)(CNC(=O)CCC1CCCC1)CNC(=O)CCC1CCCC1	-1.7	0.0	0.5	-45.7	2.1	-1.4	nt	-9.2
O=C(N/N=C/c1cccnc1)c1ccccc1Cl	-6.7	0.1	-1.0	-2.3	-2.6	1.3	30.2	-5.4
O=C(c1ccccc1Br)N1CCC(c2nc3ccccc3s2)CC1	-9.4	-0.7	1.7	-12.7	nt	1.5	nt	-10.2
Cc1ccc(S(=O)(=O)C2CCCCC2=O)cc1 (stereo unspecified)	-3.1	0.3	3.1	-5.0	nt	3.3	nt	-19.4
CCCNC(=O)C[C@@H]1CC[C@@H]2[C@H](COc3ccc(NC(=O)c4cccc(OC)c4)cc3C(=O)N2C)O1	-3.8	0.2	0.5	2.2	4.8	-3.4	4.7	-2.1
CN1CCN(c2ccc(S(=O)(=O)N3CCOCC3)cc2NC(=O)CCc2ccccc2)CC1	-6.6	0.1	-1.2	6.9	nt	-1.3	nt	-13.4
C[C@H]1CN([C@@H](C)CO)C(=O)c2cc(NS(C)(=O)=O)ccc2O[C@@H]1CN(C)Cc1ccc(Oc2ccccc2)cc1	5.4	-0.1	-5.2	-15.9	-4.6	2.0	-2.3	-21.4
Cc1ccc2nc(C)cc(C(=O)N3CCCC(N4CCN(c5ccccc5C)CC4)C3)c2c1 (stereo unspecified)	nt	-0.1	4.2	-47.7	-3.1	-2.1	8.6	-5.6
C[C@@H]1CN([C@H](C)CO)S(=O)(=O)c2ccc(C#CC3CC3)cc2O[C@@H]1CN(C)C(=O)c1cnccn1	6.1	0.0	0.5	10.0	-2.8	1.6	-0.5	12.7
CC(=O)Nc1ccc(OCc2nnc(-c3ccc(Cl)cc3)o2)cc1	-4.9	0.1	-3.3	-21.3	nt	1.5	nt	-17.7
CCC(C)NC(=O)c1ccccc1NC(=O)C1COc2ccccc2O1 (stereo unspecified)	6.6	0.1	nt	3.0	nt	-0.7	-6.4	-15.5
Cc1onc(-c2ccccc2Cl)c1C(=O)NC(=S)NCCc1ccccc1	-1.7	0.2	nt	-24.2	-8.2	nt	-8.9	nt
CC=Cc1ccc2n(c1=O)C[C@H]1[C@H](CO)[C@@H](C(=O)N(C)C)[C@@H]2N1CC1CCOCC1 (mixture of isomers)	4.4	0.2	-3.0	2.6	1.4	0.1	-3.0	12.4
O=C(NNC(=O)c1oc2ccccc2c1-n1cccc1)c1ccco1	5.2	0.0	-0.5	1.6	nt	1.4	nt	-20.7
CCc1nnc(NC(=O)C2CSC3(C)CCC(=O)N23)s1 (stereo unspecified)	-1.0	0.2	0.2	20.5	12.8	-2.4	-7.7	-14.4
O=C(C[C@@H]1CC[C@H]2[C@@H](COC[C@H](O)CN2C(=O)Nc2ccccc2)O1)NCCc1ccncc1	-0.1	0.1	-0.6	10.7	2.7	1.2	2.0	-12.2

One compound at a time, as listed above. Values in the order: ARNT TACC3 PPI	Xi reactivation	CFTR F508del cor	GSIS activator	RAD54 inh	ERAP1 HTS inh	esBAF inh	RAD52 inh
O=C(NNC(=O)c1oc2ccccc2c1-n1cccc1)c1ccco1 is listed as 5.2	0.0	-0.5	1.6	nt	1.4	nt	-20.7
O=C(N/N=C/c1cccnc1)c1ccccc1Cl is listed as -6.7	0.1	-1.0	-2.3	-2.6	1.3	30.2	-5.4

New compounds follow:
SMILES	ARNT TACC3 PPI	Xi reactivation	CFTR F508del cor	GSIS activator	RAD54 inh	ERAP1 HTS inh	esBAF inh	RAD52 inh
CCCC(=O)N1CC2(CN(S(=O)(=O)CC)C2)c2c(n(C)c3cc(OC)ccc23)[C@@H]1CO	nt	0.1	0.5	25.0	nt	-4.2	nt	13.2
Cc1cccc(C(=O)NC2CC3CCC(C2)N3C)c1 (stereo unspecified)	-2.6	0.3	-0.4	3.7	-3.0	1.3	-4.8	-11.6
CC(=O)c1ccccc1NC(=O)c1ccc(N2CCCC2=O)cc1	12.4	0.2	-2.2	9.9	0.3	0.2	?	-8.7
COc1ccc(N2CCN(C(=O)c3ccc4c(=O)n5c(nc4c3)CCCCC5)CC2)cc1	-3.2	0.4	0.8	-7.6	2.5	-4.0	3.5	-6.8
C[C@@H]1CN([C@@H](C)CO)C(=O)c2cccc(NC(=O)Nc3cccc4ccccc34)c2O[C@H]1CN(C)C(=O)Nc1ccccc1	-6.1	-0.1	1.8	-4.2	-26.1	-6.3	5.5	20.9
Cc1cccc(C)c1NC1=C(Cl)C(=O)OC1OC(=O)c1ccccc1 (stereo unspecified)	1.7	0.0	-3.3	-20.0	nt	-4.0	nt	-4.8
Cc1noc(C)c1S(=O)(=O)Nc1ccc2c(c1)C(=O)N([C@H](C)CO)C[C@@H](C)[C@H](CN(C)Cc1ccncc1)OCCCC[C@H](C)O2	0.8	0.0	2.7	9.2	-7.0	-0.2	2.4	7.3
Cc1nnc(NC(=O)C2CC(=O)N(C(C)c3ccccc3)C2)s1 (stereo unspecified)	-7.6	0.0	0.0	7.0	0.1	-0.8	-4.7	-14.0
CC1CCc2nc(NC(=O)CCSc3ccccc3)sc2C1 (stereo unspecified)	-1.9	0.3	1.1	8.1	8.0	-1.3	18.6	-33.7

Outcome played no part in choosing rows; about 3.3% have a hit in one of these screens.
